CRFBP-R2 agonist – agonists of CRF-BP/CRF-R2 complex, primary screen, cell-based, HEK293, calcium dye fluorescence, uHTS | calcium dye fluorescence (FLIPR); percent of saturating CRF peptide response | hit rate 0.46% among 350,000 | activation, % at 13.2 µM | AID 588473, 2011 | CRF-binding protein / CRF receptor 2 complex (human);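 active = activation of at least 50%, plus an integration ratio under a set limit after plate pattern correction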;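 note: plate controls were neutral control wells without compound for no effect and CRF at EC100 for full effect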
M4 PAM – human M4 muscarinic receptor positive allosteric modulators, primary screen, CHO-K1 cells, Fluo-8 calcium fluorescence; CHO-K1 hM4/Gqi5, ACh EC20; 0% = ACh EC20, 100% = maximal ACh; Muscarinic acetylcholine receptor M4 (Homo sapiens), P08173; activation, % at 3 µM; hit rate 0.4% among 360,000;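 active = activation above its plate's cutoff, the mean activation of sample wells plus 3 SD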; note: some results filed as inactive read as strong as hits
CHRM5 PAM – human M5 muscarinic receptor positive allosteric modulators, primary screen, CHO-K1 cells, Fluo-8 calcium fluorescence. CHO-K1 hM5, ACh EC20 PAM; 0% = ACh EC20, 100% = ACh EC100. activation, % at 3 µM. hit rate 0.3% among 360,000. AID 624038, 2012;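 active = activation above the run cutoff, the mean activation of all test compounds plus 3 SD, cut at about 18% in these data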
Target sequence (P08912 whole entry, looked up): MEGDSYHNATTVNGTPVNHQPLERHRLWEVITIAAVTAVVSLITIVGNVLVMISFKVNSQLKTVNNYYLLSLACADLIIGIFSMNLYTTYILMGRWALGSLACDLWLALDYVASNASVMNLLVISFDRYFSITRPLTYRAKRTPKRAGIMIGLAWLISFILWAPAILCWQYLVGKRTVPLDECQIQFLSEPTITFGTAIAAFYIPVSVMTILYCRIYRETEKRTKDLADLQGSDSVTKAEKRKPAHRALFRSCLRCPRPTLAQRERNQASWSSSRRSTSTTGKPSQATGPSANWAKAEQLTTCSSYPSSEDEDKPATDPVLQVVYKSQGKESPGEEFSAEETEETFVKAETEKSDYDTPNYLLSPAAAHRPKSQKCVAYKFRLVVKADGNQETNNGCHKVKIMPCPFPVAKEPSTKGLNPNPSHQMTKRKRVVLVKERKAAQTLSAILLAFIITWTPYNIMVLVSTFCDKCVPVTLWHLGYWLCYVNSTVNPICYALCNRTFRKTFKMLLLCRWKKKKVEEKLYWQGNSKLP
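Assay system: CHO-K1 hM5 cells. Also added: acetylcholine at EC20 concentration, added after compound. Dosing: 3 µM, single dose. Times: compound preincubation 140 s before EC20 acetylcholine addition. Signal: Fluo-8 calcium fluorescence. Measure: % activation relative to EC20 and EC100 ACh responses. Repeats: singlicate, one well per test compound.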
CHRM4 agonist – human M4 muscarinic receptor agonists, primary screen, CHO-K1 cells, Fluo-8 calcium fluorescence. Muscarinic acetylcholine receptor M4 (Homo sapiens), P08173. CHO-K1 hM4/Gqi5; vehicle 0%, full acetylcholine response 100%. activation, % at 3 µM. hit rate 0.14% among 360,000. AID 624127, 2012;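 active = activation above the run mean over all test wells plus 3 SD, cut at about 32% in these data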;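 note: peak over basal fluorescence ratio per well then scaled between controls; 0% = DMSO wells and 100% = acetylcholine at EC100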
CHRM1 antagonist – human M1 muscarinic receptor antagonists, primary screen, CHO-K1 cells, Fluo-8 calcium fluorescence, 1536-well; Muscarinic acetylcholine receptor M1 (Homo sapiens), P11229; CHO-K1 hM1, ACh EC80 antagonist; AID 588852, 2011; hit rate 1.3% among 360,000; inhibition, % at 3 µM;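 active = percent inhibition above its own plate's cutoff, namely the mean of that plate's compound wells plus 3 SD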;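 note: peak over basal fluorescence ratio during 140 s after agonist addition; 0% = ACh EC80 plus DMSO and 100% = DMSO alone without agonist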
M4 antag – human M4 muscarinic receptor antagonists, primary screen, CHO cells, Fluo-8 calcium fluorescence. inhibition, % at 3 µM. hit rate 0.73% among 360,000. CHO-hM4 cells, ACh EC80. Muscarinic acetylcholine receptor M4 (Homo sapiens), P08173;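 active = inhibition above its plate's cutoff, the mean inhibition of sample wells plus 3 SD, cut at about 27% in these data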;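 note: 0% = acetylcholine EC80 with DMSO and 100% = DMSO without agonist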
CHRM5 agonist – human M5 muscarinic receptor agonists, primary screen, CHO-K1 cells, Fluo-8 calcium fluorescence | Muscarinic acetylcholine receptor M5 (Homo sapiens), P08912 | CHO-K1 hM5 cells; 0% DMSO wells, 100% maximal acetylcholine response | activation, % at 3 µM | hit rate 0.19% among 360,000 | AID 624037, 2012;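 active = activation above the run's mean over test compounds plus 3 SD, cut at about 23% in these data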;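 note: signal is peak over basal fluorescence ratio across the kinetic read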
CHRM5 antagonist – human M5 muscarinic receptor antagonists, primary screen, CHO cells, Fluo-8 calcium fluorescence; CHO-hM5 cells, ACh EC80; inhibition, % at 3 µM; hit rate 0.59% among 360,000;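 active = inhibition above a per-plate cutoff, the mean of that plate's test compounds plus 3 SD, cut at about 27% in these data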;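 note: 0% = acetylcholine EC80 with DMSO and 100% = DMSO without agonist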
CHRM1 PAM – human M1 muscarinic receptor positive allosteric modulators, primary screen, CHO-K1 cells, Fluo-8 calcium fluorescence, 1536-well | Muscarinic acetylcholine receptor M1 (Homo sapiens), P11229 | CHO-K1 hM1, ACh EC20; 0% = ACh EC20, 100% = maximal ACh | activation, % at 3 µM | hit rate 0.088% among 360,000; in the data active = activation above about 19%, passing the limit was not always enough
Active calls of the source: *; . = not tested or not shown.

1	CC(C)C(=O)NC(=S)Nc1ccccc1F
2	Cn1cnc(C(=O)NC2CCN(C(=O)OC(C)(C)C)CC2)c1C(=O)NC1CCN(C(=O)OC(C)(C)C)CC1
3	OCC1OC(n2nc3ccccc3n2)C(O)C(O)C1O (stereo unspecified)
4	CC(NC(=O)C1CCN(S(=O)(=O)c2ccc3nc4c(c(C(=O)O)c3c2)CCCC4)CC1)c1ccccc1 (stereo unspecified)
5	CCCCOC(=O)Cn1c(=O)oc2ccc(C)cc21
6	COc1cccc(-c2nc(=S)c3c(n2CCCO)CCCC3)c1
7	CCN(CCO)Cc1csc2ccc(C(C)(C)C)cc12
8	COc1cccc(CNn2cnnc2)c1O
Assay by compound | 1 | 2 | 3 | 4 | 5 | 6 | 7 | 8
CHRM5 antagonist | -0.9 | 5.7 | -0.2 | 4.4 | -0.8 | -4.6 | -6.0 | 1.0
CHRM1 PAM | -3.5 | 14.8 | 0.3 | 1.4 | 1.9 | 6.8 | -10.1 | 2.3
CHRM4 agonist | -0.5 | 1.3 | 0.3 | 0.6 | -0.3 | 0.9 | 2.4 | 0.2
CHRM5 PAM | -2.8 | 1.6 | 3.3 | 1.0 | -1.2 | 5.5 | 4.1 | 2.1
CRFBP-R2 agonist | -2.1 | 0.6 | 0.5 | -0.3 | 0.5 | -1.1 | -0.7 | 1.8
M4 PAM | 2.8 | 12.5 | 7.9 | 0.8 | 0.8 | 2.2 | -4.5 | -5.6
CHRM1 antagonist | -12.2 | -10.2 | -3.3 | 0.3 | -9.9 | -20.2 | 18.4 | 12.0
CHRM5 agonist | -2.6 | 4.1 | 1.7 | -0.1 | -2.5 | -2.8 | -6.1 | -5.3
M4 antag | -8.7 | -3.3 | -1.2 | 0.6 | -1.4 | -6.7 | -3.9 | -2.0

Single records (already shown). Values in the order: CHRM5 antagonist, CHRM1 PAM, CHRM4 agonist, CHRM5 PAM, CRFBP-R2 agonist, M4 PAM, CHRM1 antagonist, CHRM5 agonist, M4 antag
Record of `CC(NC(=O)C1CCN(S(=O)(=O)c2ccc3nc4c(c(C(=O)O)c3c2)CCCC4)CC1)c1ccccc1` (stereo unspecified) = 4.4, 1.4, 0.6, 1.0, -0.3, 0.8, 0.3, -0.1, 0.6
Record of `CCCCOC(=O)Cn1c(=O)oc2ccc(C)cc21` = -0.8, 1.9, -0.3, -1.2, 0.5, 0.8, -9.9, -2.5, -1.4

Going on with the list.
9	Cc1cccc(N(CC(=O)NCCc2ccccc2)C(=O)CCC(=O)Nc2ccccn2)c1C
10	CCSc1nnc(NC(=O)CSc2nc3c(cc2C#N)CCCC3)s1
11	COc1ccc(C(=O)COC(=O)CCn2nnc(-c3cccc(O)c3OC)n2)cc1
12	S=c1[nH]c2ccc(Cl)cc2s1
13	CCOC(=O)/C=C1\SCC(=O)N1CCOc1cccc(Br)c1
14	N#C/C(=C/c1ccc(Oc2ccc([N+](=O)[O-])cn2)cc1)C(=O)N1CCOCC1
15	Oc1ccc(/C=N/n2cc(-c3ccccc3)[nH]c2=S)cc1
16	O=C(CN1C(=O)NC2(CCCCC2)C1=O)NC1CCCc2ccccc21 (stereo unspecified)
Assay by compound | 9 | 10 | 11 | 12 | 13 | 14 | 15 | 16
CHRM5 antagonist | 13.4 | 4.1 | 6.0 | -6.2 | -12.2 | 4.7 | 5.6 | -2.1
CHRM1 PAM | 12.8 | -2.1 | 5.4 | 9.6 | 3.1 | 2.5 | 14.4 | 5.3
CHRM4 agonist | 5.9 | -0.1 | 0.0 | 2.6 | -1.8 | 0.9 | 1.0 | 0.1
CHRM5 PAM | 1.4 | -11.3 | -5.0 | -1.4 | -6.1 | -4.4 | 4.8 | -2.6
CRFBP-R2 agonist | 2.1 | -0.3 | -0.9 | -1.8 | -1.3 | 6.3 | -0.6 | -1.1
M4 PAM | -8.5 | -3.5 | 6.2 | -2.3 | -1.6 | -7.0 | 2.8 | -4.5
CHRM1 antagonist | -12.3 | 5.2 | -26.8 | -7.3 | -0.3 | 1.0 | -12.8 | 0.1
CHRM5 agonist | -0.2 | -0.3 | 0.3 | -0.2 | -9.0 | 0.9 | 1.4 | -0.7
M4 antag | -19.1 | 12.6 | -6.5 | -5.1 | 0.7 | 10.0 | -9.6 | 2.9

17	O=C(CCCN=C1NS(=O)(=O)c2ccccc21)OCC(=O)N1CCc2ccccc21
18	Cc1cc(C)c(NS(=O)(=O)c2ccc3c(c2)NC(=O)CCS3)c(C)c1
19	CN(CC(=O)Nc1cccc(F)c1)C(=O)c1ccc(-c2cccc(C(F)(F)F)c2)o1
20	CCn1cc(Br)c(C(=O)Nc2ccccc2C(=O)OC)n1
21	CCOc1ccc(N(CC(=O)NCCc2ccccc2)C(=O)c2csnn2)cc1
22	O=C(Nc1nnc(C2=COCCO2)o1)c1ccc(Br)cc1
Assay by compound | 17 | 18 | 19 | 20 | 21 | 22
CHRM5 antagonist | 1.6 | 6.0 | 4.2 | 7.3 | 4.3 | 0.8
CHRM1 PAM | 5.7 | 20.8 | 3.0 | 13.5 | 5.9 | 6.6
CHRM4 agonist | 2.2 | 3.7 | 9.8 | 3.2 | 1.6 | 0.0
CHRM5 PAM | -3.5 | 0.2 | -2.3 | 1.9 | -4.6 | 2.4
CRFBP-R2 agonist | -1.9 | 3.0 | 0.6 | 0.2 | -2.2 | .
M4 PAM | 2.2 | 0.3 | 8.8 | -1.4 | 16.2* | 6.1
CHRM1 antagonist | -13.6 | -8.7 | -1.7 | -10.0 | -16.2 | -5.1
CHRM5 agonist | 3.8 | -1.7 | 1.4 | -4.0 | -1.9 | -5.6
M4 antag | -2.2 | 0.7 | -10.4 | -13.8 | -29.4 | 3.7

Some of these compounds in order of count of non-hydrogen atoms, lowest first:
12	S=c1[nH]c2ccc(Cl)cc2s1
8	COc1cccc(CNn2cnnc2)c1O
20	CCn1cc(Br)c(C(=O)Nc2ccccc2C(=O)OC)n1
13	CCOC(=O)/C=C1\SCC(=O)N1CCOc1cccc(Br)c1
18	Cc1cc(C)c(NS(=O)(=O)c2ccc3c(c2)NC(=O)CCS3)c(C)c1
16	O=C(CN1C(=O)NC2(CCCCC2)C1=O)NC1CCCc2ccccc21 (stereo unspecified)
14	N#C/C(=C/c1ccc(Oc2ccc([N+](=O)[O-])cn2)cc1)C(=O)N1CCOCC1
21	CCOc1ccc(N(CC(=O)NCCc2ccccc2)C(=O)c2csnn2)cc1
11	COc1ccc(C(=O)COC(=O)CCn2nnc(-c3cccc(O)c3OC)n2)cc1
9	Cc1cccc(N(CC(=O)NCCc2ccccc2)C(=O)CCC(=O)Nc2ccccn2)c1C
Assay by compound | 12 | 8 | 20 | 13 | 18 | 16 | 14 | 21 | 11 | 9
CHRM5 antagonist | -6.2 | 1.0 | 7.3 | -12.2 | 6.0 | -2.1 | 4.7 | 4.3 | 6.0 | 13.4
CHRM1 PAM | 9.6 | 2.3 | 13.5 | 3.1 | 20.8 | 5.3 | 2.5 | 5.9 | 5.4 | 12.8
CHRM4 agonist | 2.6 | 0.2 | 3.2 | -1.8 | 3.7 | 0.1 | 0.9 | 1.6 | 0.0 | 5.9
CHRM5 PAM | -1.4 | 2.1 | 1.9 | -6.1 | 0.2 | -2.6 | -4.4 | -4.6 | -5.0 | 1.4
CRFBP-R2 agonist | -1.8 | 1.8 | 0.2 | -1.3 | 3.0 | -1.1 | 6.3 | -2.2 | -0.9 | 2.1
M4 PAM | -2.3 | -5.6 | -1.4 | -1.6 | 0.3 | -4.5 | -7.0 | 16.2* | 6.2 | -8.5
CHRM1 antagonist | -7.3 | 12.0 | -10.0 | -0.3 | -8.7 | 0.1 | 1.0 | -16.2 | -26.8 | -12.3
CHRM5 agonist | -0.2 | -5.3 | -4.0 | -9.0 | -1.7 | -0.7 | 0.9 | -1.9 | 0.3 | -0.2
M4 antag | -5.1 | -2.0 | -13.8 | 0.7 | 0.7 | 2.9 | 10.0 | -29.4 | -6.5 | -19.1
